M. tuberculosis HTS: M. tuberculosis growth inhibition, HTS (AID 449762). M. tuberculosis H37Rv growth inhibition, 7H9 media; higher % means a stronger effect. inhibition, % at 25 µM; hits with a dose series show IC50 in µM. 330,000 tested, 0.59% active; in the data active = a potency from the dose series; inconclusive = inhibition above about 70% without an active follow-up result;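 also: bacterial growth assessed after seven days of incubation; strong numbers were not always called active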
PhoP GFP inhibition: Inhibition of PhoP regulon, Salmonella typhi GFP reporter cells, confirmation, 4 h (AID 1850) | Salmonella Typhi PhoP-promoter GFP reporter, fluorescence, 4 h; higher % means a stronger effect | one-dose inhibition, % at 50 µM; IC50 in µM for titrated hits | 310,000 tested, 0.33% active; in the data active = a potency from the dose series; inconclusive = inhibition mostly from about 25% at the one dose, without a potency; inactive = the rest, 99 in 100 with inhibition below about 19%;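 also: 0% = induced wells with vehicle and 100% = uninduced wells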
tuberculosis growth: growth inhibition of non-replicating M. tuberculosis (AID 488890); Mycobacterium tuberculosis non-replicating, growth inhibition; higher % means a stronger effect; inhibition, % at 25 µM, or IC50 in µM where a hit was titrated; 320,000 tested, 0.39% active; in the data active = a potency from the dose series; inconclusive = inhibition mostly from about 82% at the one dose, without a potency; inactive = the rest, 99 in 100 with inhibition below about 76%;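 also: plate controls were DMSO cells for no effect and high antibiotic wells for full effect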
H1N1 NS1A inhibition: NS1A inhibition, H1N1 influenza, cell based functional assay (AID 504329); NS1A functional cell-based assay, percent inhibition; higher % means a stronger effect; one-dose inhibition, % at 12.5 µM; IC50 in µM for titrated hits; 340,000 tested, 0.3% active; in the data active = a potency from the dose series; inconclusive = inhibition above about 27% without an active follow-up result; also: strong numbers were not always called active
inhibitors of VEEV: inhibitors of VEEV TC-83 cytopathic effect, confirmation, Vero cells (AID 588727) | inhibition, % at 20 µM, or IC50 in µM where a hit was titrated | 350,000 tested, 0.13% active | Vero cells, VEEV TC-83 cytopathic effect inhibition; higher % means a stronger effect; in the data active = a potency from the dose series; inconclusive = inhibition mostly from about 14% at the one dose, without a potency; inactive = the rest, 99 in 100 with inhibition below about 12%; also: strong numbers were not always called active
inhibitors of VEEV 10K pilot screen: also measured in inhibitors of VEEV; calls as there; inhibition, %; measured here: 10K pilot screen inhibition
* marks the source's active call; other numbers are inactive results; i = inactive; ? = inconclusive; nt = not tested or not shown. Random draw from the library; 1.5% or so of the library scored in one or more.

SMILES	M. tuberculosis HTS	PhoP GFP inhibition	tuberculosis growth	H1N1 NS1A inhibition	inhibitors of VEEV	others
Cc1ccc2ccc3cccc4ccc1c2c34	20%	nt	14%	-19%	i
COc1cc(C2C(C#N)=C(N)N(Nc3ccccc3)C3=C2C(=O)CC(C)(C)C3)ccc1OCc1ccccc1 (configuration not stated)	?	2%	27%	-2%	6.6%	inhibitors of VEEV 10K pilot screen=3.2
COc1ccc(C2(CNC(=O)c3ccc(N)cc3)CCCC2)cc1	1%	0%	12%	-7%	1.2%
COc1ccc(Cc2nnc(NC(=O)CS(=O)(=O)c3ccc(C)cc3)s2)cc1OC	0%	-1%	-15%	7%	0.8%
COCCN(C(=O)CSc1nc(-c2ccccc2)cn1N)c1c(N)n(Cc2ccccc2)c(=O)[nH]c1=O	0%	2%	-2%	-20%	6.6%
COc1ccc(Nc2nc(N)c([N+](=O)[O-])c(N3CCOCC3)n2)cc1	9%	9%	20%	4%	7.9%
Cc1cccc(C)c1NC(=O)C1CCCN1C(=O)OC(C)(C)C (configuration not stated)	-4%	2%	1%	-1%	0.1%	inhibitors of VEEV 10K pilot screen=0.1
O=C(Nc1ccncc1)c1ccc2c(c1)S(=O)(=O)c1ccccc1C2=O	-2%	-6%	-9%	9%	0.3%
COc1ccc(OC)c(CN2CCN(Cc3cc(=O)oc4cc(O)ccc34)CC2)c1	45%	7%	34%	13%	2.4%
N#CC1=C(N)C(C#N)(C#N)[C@H](c2ccoc2)[C@H]2CN(Cc3ccccc3)CC=C12	0%	-9%	38%	8%	7.8%
CCN(CC)C(=O)Cn1cc(C(=O)C(=O)NCc2ccccn2)c2ccccc21	0%	-4%	12%	1%	0.3%
O=C(COC(=O)c1cc(S(=O)(=O)N2CCCC2)ccc1O)Nc1ccccc1Br	-2%	nt	23%	-4%	1.4%
Cc1c(N=Cc2c(O)n(Cc3ccccc3)c(=O)[nH]c2=O)c(=O)n(-c2ccccc2)n1C	8%	-5%	39%	-2%	0.5%
Cc1ccc(Cl)cc1NC(=O)CSc1sc2c(O)cc(=O)[nH]c2c1C#N	5%	6%	11%	11%	i
Cc1cc(NS(=O)(=O)c2ccc(NC(NC(=O)C(C(F)(F)F)C(F)(F)F)(C(F)(F)F)C(F)(F)F)cc2)no1	nt	nt	nt	-5%	4.0%
CCN(CC(=O)Nc1c(F)cccc1F)C(=O)c1ccc2c(c1)OCO2	-13%	nt	-10%	-7%	2.3%
COC(c1ccccc1)c1nnc(CCC(=O)NC2CCCCC2)o1 (configuration not stated)	1%	-35%	-9%	0%	0.7%
CC(=O)c1cccc(NC(=O)C(OC(=O)/C=C/c2ccc3c(c2)OCO3)c2ccccc2)c1 (configuration not stated)	4%	-6%	17%	-2%	1.6%
COc1ccc(Oc2ncnc3c2ncn3Cc2ccccc2)cc1	0%	10%	23%	-2%	0.8%
CC(=O)Nc1ccc(NC(=O)CCc2nc3sc4c(c3c(=O)[nH]2)CCCC4)cc1	1%	-2%	-1%	-5%	1.2%
Cc1ccc(-c2csc3nc[nH]c(=O)c23)cc1	0%	3%	-2%	-1%	1.0%
CN(CCc1ccccn1)C(=O)Nc1ccc(Cl)cc1	-11%	0%	9%	13%	1.0%
Cc1cccc(NC(=O)Nc2ccc(C)c(C)c2)n1	4%	4%	-9%	24%	i
COc1ccc(CCNC(=O)c2ccc(Cl)c(S(=O)(=O)N3CCCC3)c2)cc1	-5%	nt	10%	-9%	i
COc1ccc(/C=N/Nc2nonc2N)cc1OC	45%	4%	17%	6%	1.7%

Structures shown so far that have an aryl thioether with sulfur outside any ring (2):
SMILES	M. tuberculosis HTS	PhoP GFP inhibition	tuberculosis growth	H1N1 NS1A inhibition	inhibitors of VEEV	others
COCCN(C(=O)CSc1nc(-c2ccccc2)cn1N)c1c(N)n(Cc2ccccc2)c(=O)[nH]c1=O	0%	2%	-2%	-20%	6.6%
Cc1ccc(Cl)cc1NC(=O)CSc1sc2c(O)cc(=O)[nH]c2c1C#N	5%	6%	11%	11%	i

Next compounds.
SMILES	M. tuberculosis HTS	PhoP GFP inhibition	tuberculosis growth	H1N1 NS1A inhibition	inhibitors of VEEV	others
O=C(Nc1ccccc1)c1ccc(NC2CCCCC2)c(S(=O)(=O)N2CCOCC2)c1	-24%	-9%	10%	1%	i
CCOC(=O)C1(Cc2ccc(Cl)cc2)CCN(C(=O)c2cscn2)CC1	0%	-9%	6%	-5%	1.7%
COC(=O)c1ccc2c(=O)n(CCN3CCOCC3)c(SCC(=O)NCc3ccccc3)nc2c1	-8%	17%	21%	-1%	5.3%
COc1ccc2c(c1)c(=O)oc1cc(OCC(=O)N3CCc4ccccc4C3)ccc12	7%	-13%	12%	-2%	i
CCOC(=O)c1ccc(N2C(=O)CC(N3CCN(C/C=C/c4ccccc4)CC3)C2=O)cc1 (configuration not stated)	nt	nt	nt	13%	2.0%
Cc1cc(=O)oc2cc(Oc3ccc([N+](=O)[O-])cc3C(F)(F)F)ccc12	69µM*	9%	7%	19%	3.7%
CCN1CCN(C(=O)CS(=O)Cc2nc(-c3ccc(OC)cc3)oc2C)CC1 (configuration not stated)	-8%	-3%	-10%	4%	1.1%	inhibitors of VEEV 10K pilot screen=0.2
C=CCOc1ccc(CNn2cn[nH]c2=S)cc1OC	1%	-7%	-10%	19%	1.7%
O=C(COc1ccc2ccccc2c1)N[C@@H](C(=O)O)c1ccc(O)cc1	1%	-13%	-2%	19%	i
Cc1ccc(S(=O)(=O)N2CCC(C(=O)NCCc3ccc(S(N)(=O)=O)cc3)CC2)cc1	1%	-1%	-7%	5%	2.3%
O=C(NCCN1CCCCC1)Nc1ccccc1F	30%	-2%	42%	-6%	i
COc1ccc(OCCC(=O)OCC(=O)NCCc2ccccc2)cc1	-1%	5%	46%	1%	0.2%
COc1ccccc1NC(=O)c1ccc(NC(=O)c2ccco2)cc1	4%	7%	71%	4%	2.0%
COc1ccc(CN2C(=NC(=O)C3CCCO3)SC3CS(=O)(=O)CC32)cc1OC (configuration not stated)	2%	-13%	8%	10%	i
COc1ccc(Cc2nc3ccc(C(=O)N4CCC[C@H]4CO)cc3o2)cc1	-2%	-8%	2%	-3%	2.0%
CC(CCc1ccccc1)NC(C)C(O)c1ccc(O)cc1 (configuration not stated)	-2%	-4%	12%	2%	2.1%
COc1ccc(N2CCN(C(=O)c3ccc(COc4ccc5c(C)cc(=O)oc5c4)cc3)CC2)cc1	6%	11%	-6%	7%	1.4%
COc1ccc(Cl)cc1NC(=O)CN(C)C(=O)c1cc2c(s1)CCC(C)C2 (configuration not stated)	6%	-5%	21%	-9%	6.5%
Cc1nc(NC(=O)CCN2C(=O)C3CC=CCC3C2=O)sc1C (configuration not stated)	0%	-10%	-3%	-12%	5.4%
CC1CCC(NC(=O)C2CCN(c3c4c(nc5ncnn35)CCC4)CC2)CC1 (configuration not stated)	11%	1%	1%	-2%	i
CC1CCC2(CC1)NC(=O)N(CC(=O)NCCc1c[nH]c3ccccc13)C2=O (configuration not stated)	6%	nt	20%	0%	1.1%
Cc1ccc(OCC(=O)Nc2ccc3c(c2)OC(F)(F)O3)c([N+](=O)[O-])n1	7%	2%	30%	-5%	0.5%
COc1ccc(-c2c(C#N)c(N)nc3sc(C(=O)c4ccc(C)cc4)c(N)c23)cc1	0%	-13%	-17%	-4%	1.9%
O=C(c1cc2ccccc2o1)c1nc2c(n1O)CCCCC2	-1%	-5%	i	4%	1.2%
CCOC(=O)C1=CN(Cc2ccco2)S(=O)(=O)N(C)C1CC (configuration not stated)	nt	nt	nt	1%	0.4%

Gathered by group: the entries above with a nitro group on carbon.
SMILES	M. tuberculosis HTS	PhoP GFP inhibition	tuberculosis growth	H1N1 NS1A inhibition	inhibitors of VEEV	others
COc1ccc(Nc2nc(N)c([N+](=O)[O-])c(N3CCOCC3)n2)cc1	9%	9%	20%	4%	7.9%
Cc1cc(=O)oc2cc(Oc3ccc([N+](=O)[O-])cc3C(F)(F)F)ccc12	69µM*	9%	7%	19%	3.7%
Cc1ccc(OCC(=O)Nc2ccc3c(c2)OC(F)(F)O3)c([N+](=O)[O-])n1	7%	2%	30%	-5%	0.5%

(listing goes on)
SMILES	M. tuberculosis HTS	PhoP GFP inhibition	tuberculosis growth	H1N1 NS1A inhibition	inhibitors of VEEV	others
CCSc1nnc(NC(=O)c2cccnc2Cl)s1	6%	-9%	-3%	-2%	5.5%
CC(C)NC(=O)CSc1ncccc1-c1nc2ccccc2[nH]1	-8%	1%	-8%	-18%	1.7%
CCCc1c(C)[nH]c2ccc(C(=O)O)cc2c1=S	nt	nt	nt	-9%	0.4%
CSC1=NCCN1C(=O)Cc1cccs1	-8%	10%	nt	-2%	0.8%
CC1CCC2(CC1)C(Nc1cccc(Cl)c1)=NC(=S)N2CC#N (configuration not stated)	-12%	-5%	6%	11%	2.0%
CCOc1ccc(/C=N/NC(=O)C2CCCC2)c(OCC)c1	-2%	0%	-9%	-6%	4.3%
CCCN(CC(=O)Nc1ccccc1C)C(=O)c1ccc(-c2ccc(C(C)=O)cc2)o1	4%	-3%	16%	-2%	9.6%
Cc1ccc(C(=O)NNC(=S)NC(=O)COc2ccccc2)cc1	?	115µM*	?	-11%	60%
CC(Oc1ccccc1)C(=O)Nc1ccc(S(=O)(=O)Nc2nccs2)cc1 (configuration not stated)	-1%	-3%	22%	4%	0.5%
CC(=O)c1ccc(S(=O)(=O)NC2CC(=O)N(c3ccc4c(c3)OCCO4)C2)cc1 (configuration not stated)	-2%	0%	-1%	-7%	3.4%
CCN(CC)S(=O)(=O)c1cc(C(=O)n2cccn2)c(Cl)cc1Cl	-1%	18%	2%	8%	i
CN(CCCC1CCCC1)C(=O)c1cc(COc2ccc(F)c(F)c2)on1	31%	-9%	?	4%	i
CCCN(CCC)CCNC(=O)CCC(=O)Nc1ccc2nc(N3CCN(C)CC3)cc(C)c2c1	4%	5%	27%	-7%	0.5%
O=[N+]([O-])c1ccc(CN2CCN(c3ncccn3)CC2)cc1	10%	-8%	-5%	-2%	0.5%
N#C/C(=C\c1c(N2CCCCCC2)nc2ccccn2c1=O)C(N)=O	-2%	-13%	-17%	-2%	1.1%
Cc1cc(F)ccc1S(=O)(=O)N1CCCCC1CCNC(=O)C(=O)NCCN1CCOCC1 (configuration not stated)	2%	-2%	20%	0%	i
Cc1c(Cl)cccc1NC(=S)N1CCN(C(=O)c2ccco2)CC1	0%	-4%	-3%	1%	5.6%
CCCCn1c(N)c(N(CCOC)C(=O)CCNC(=O)c2ccc(Cl)cc2)c(=O)[nH]c1=O	-16%	2%	-12%	-3%	0.4%
CCCCn1c(=O)c(C(C)=O)c(O)c2ccccc21	-5%	2%	76%	-2%	0.6%
Cc1ccc(/C=C(\NC(=O)c2ccc(C)cc2)c2nc(=S)[nH][nH]2)cc1	40µM*	-7%	?	11%	2.3%
CCCn1c(SCC(=O)N2CCN(S(=O)(=O)c3ccc(Cl)cc3)CC2)n[nH]c1=O	-6%	1%	23%	23%	0.5%
O=C(COc1ncnc2ccccc12)NC1CCS(=O)(=O)C1 (configuration not stated)	-5%	1%	-11%	-8%	i
O=C1CCCc2nc(N3CCN(C(c4ccccc4)c4ccccc4)CC3)ncc21	-8%	-8%	32%	13%	3.8%
O=c1cc(N2CCCCC2)c(-c2ccccc2)nn1Cc1ccc(Cl)cc1Cl	12%	-5%	22%	4%	1.9%
CN(CC(=O)Nc1ccc(S(=O)(=O)N2CCCC2)cc1)CC(=O)Nc1ccc(F)c(F)c1F	4%	-3%	-8%	-1%	1.4%
COc1ccc(COc2ccsc2C(=O)Nc2ccc(Cl)c(Cl)c2)cc1	-4%	-4%	8%	-6%	13%
CC(C)=CC1C(C(=O)Nc2ccc(S(=O)(=O)N3CCOCC3)cc2)C1(C)C (configuration not stated)	38%	3%	7%	7%	0.6%

Ordered by molecular weight (rising): part of the list above
SMILES	M. tuberculosis HTS	PhoP GFP inhibition	tuberculosis growth	H1N1 NS1A inhibition	inhibitors of VEEV	others
Cc1ccc(-c2csc3nc[nH]c(=O)c23)cc1	0%	3%	-2%	-1%	1.0%
CCCc1c(C)[nH]c2ccc(C(=O)O)cc2c1=S	nt	nt	nt	-9%	0.4%
CC(C)NC(=O)CSc1ncccc1-c1nc2ccccc2[nH]1	-8%	1%	-8%	-18%	1.7%
N#CC1=C(N)C(C#N)(C#N)[C@H](c2ccoc2)[C@H]2CN(Cc3ccccc3)CC=C12	0%	-9%	38%	8%	7.8%
CC1CCC2(CC1)NC(=O)N(CC(=O)NCCc1c[nH]c3ccccc13)C2=O (configuration not stated)	6%	nt	20%	0%	1.1%
Cc1cc(NS(=O)(=O)c2ccc(NC(NC(=O)C(C(F)(F)F)C(F)(F)F)(C(F)(F)F)C(F)(F)F)cc2)no1	nt	nt	nt	-5%	4.0%

High-throughput results from PubChem.
